LEDGF integ inh = blockers of LEDGF/p75-dependent integrase strand transfer – biochemical, TR-FRET, high throughput, primary screen; TR-FRET IN-LEDGF/p75 DNA integration, Eu/Cy5; HIV-1 integrase (with human LEDGF/p75); inhibition, % at 3.7 µM; actives 0.64% (n = 370,000);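 active = inhibition above the screen-wide mean plus 3 SD, cut at about 13% in these data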;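 also: signal is the Cy5 over europium emission ratio at 671 and 618 nm; 0% = plate median of compound wells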
SIAE inh = human SIAE inhibitors, primary screen, biochemical, fluorescence polarization, FP-Rh probe, 1536-well HTS | SIAE FP-Rh probe binding | inhibition, % at 9.66 µM | Sialate O-acetylesterase (Homo sapiens), Q9HAT2 | actives 0.69% (n = 370,000);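 active = inhibition above a cutoff: mean of compounds within the control limits plus 3 SD of those, cut at about 17% in these data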;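 also: 0% = plate median of compound wells and 100% = probe without SIAE protein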
Target sequence (Q9HAT2 whole entry, looked up): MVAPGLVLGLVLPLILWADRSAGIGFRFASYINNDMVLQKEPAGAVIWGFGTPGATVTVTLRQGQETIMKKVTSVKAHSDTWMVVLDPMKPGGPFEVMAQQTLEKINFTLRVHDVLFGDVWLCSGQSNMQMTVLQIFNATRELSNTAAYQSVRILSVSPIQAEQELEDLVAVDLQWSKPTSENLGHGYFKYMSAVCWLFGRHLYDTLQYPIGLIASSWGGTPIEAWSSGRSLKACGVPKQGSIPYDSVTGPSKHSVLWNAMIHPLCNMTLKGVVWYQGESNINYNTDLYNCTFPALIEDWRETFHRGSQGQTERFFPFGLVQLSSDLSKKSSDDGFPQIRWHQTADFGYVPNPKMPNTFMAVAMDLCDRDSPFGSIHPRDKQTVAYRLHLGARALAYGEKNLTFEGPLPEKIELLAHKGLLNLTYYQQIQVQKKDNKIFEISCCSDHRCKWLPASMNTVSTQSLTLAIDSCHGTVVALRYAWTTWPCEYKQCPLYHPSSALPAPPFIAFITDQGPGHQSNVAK
TCR CD3 inh = inhibitors of human TCR-CD3 interaction, primary screen, biochemical, fluorescence, TAMRA-labeled TCR probe; actives 0.37% (n = 360,000); T-cell receptor (TCR); inhibition, % at 9.4 µM; in the data active = inhibition above about 19%;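 also: recombinant mutant TCR 2C K166C tagged with TAMRA read by polarization; 0% = receptor in buffer alone and 100% = receptor with positive control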
rCAG RNA binder = binders of r(CAG) RNA repeats, primary screen, biochemical, fluorescence | actives 1.3% (n = 370,000) | r(CAG) RNA repeat, TO-PRO-1 dye displacement fluorescence | AID 651821, 2012 | inhibition, % at 3 µM;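 active = inhibition above the plate cutoff, the mean of all test compounds on that plate plus 3 SD, cut at about 35% in these data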;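 also: 0% = DMSO alone and 100% = 100 µM mitoxantrone as full dye displacement; higher means more dye released from RNA so lower well fluorescence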
HTRA1 inhibitor = HTRA1 serine protease inhibitors, primary screen, biochemical, fluorescence polarization, HTS; Q92743; recombinant HTRA1, FP-rhodamine activity-based probe; inhibition, % at 5.96 µM; actives 0.5% (n = 340,000); AID 504803, 2011; in the data active = inhibition above about 36%;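 also: 0% = enzyme with DMSO and 100% = wells lacking enzyme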
PG9 binder = binders of HIV-1 gp120 antibody PG9, primary screen, biochemical, TR-FRET; TR-FRET gp120-PG9 antibody binding; inhibition, % at 6.7 µM; actives 0.43% (n = 360,000); HIV-1 gp120 / PG9 antibody interaction; in the data active = inhibition above about 8.5%
TDP2 absorb = human TDP2 enzyme inhibitors, primary screen, biochemical, epi absorbance, recombinant enzyme. Tyrosyl-DNA phosphodiesterase 2 (Homo sapiens), O95551. T5PNP hydrolysis, p-nitrophenol absorbance 415 nm. inhibition, % at 12.8 µM. actives 0.34% (n = 370,000). AID 720702, 2013;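 active = inhibition above the mean of all tested compounds plus 3 SD, set per campaign, cut at about 25% in these data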;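 also: 0% = DMSO with enzyme and 100% = buffer with substrate but no TDP2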
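Evaluation: % inhibition relative to enzyme-containing and enzyme-free wells. Material: recombinant human TDP2. Benchmarks: enzyme-free and DMSO wells. Timing: enzyme reaction with compound for 2 h at 37 °C. Compound dosing: 12.8 µM only. Measured by: p-Nitrophenol epi absorbance. Reagent: T5PNP substrate at 5 mM, a TopII-DNA adduct mimic. Replication: single well per compound.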
ABHD4 inh = ABHD4 inhibitors, primary screen, biochemical, fluorescence polarization, mouse; purified mABHD4, FP-Rh probe fluorescence polarization; inhibition, % at 8.92 µM; AID 720543, 2013; (Lyso)-N-acylphosphatidylethanolamine lipase (Mus musculus), Q8VD66; actives 0.54% (n = 370,000);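 active = inhibition exceeding the mean over every tested compound plus 3 SD, cut at about 30% in these data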;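 also: 0% = plate median of compound wells and 100% = S159A mutant with DMSO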
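Test system: mouse ABHD4 enzyme, wild type. Reagent: FP-Rh fluorescent activity-based probe, added after compound pre-incubation. Timing: pre-incubation 45 min, probe exposure 60 min, at 25 °C. Technique: FP readout, ex 525 nm / em 598 nm. Benchmarks: high control S159A mutant with DMSO, low control median of compound wells.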
NR1D1 modulator = modulators of Rev-erb alpha DNA binding, primary screen, biochemical, FITC-DNA, fluorescence polarization, uHTS. Nuclear receptor subfamily 1 group D member 1 (Homo sapiens), P20393. Rev-erbα–FITC-DNA binding, 90 min. activity, % at 10 µM. actives 0.79% (n = 370,000). AID 1259318, 2017;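 active = activity above about 14%, limit read from the data; passing the limit was not always enough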;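 also: 0% = DMSO wells with 35 nM protein and 100% = DMSO wells with 750 nM protein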
PRMT1 FP inh = PRMT1 methyltransferase inhibitors, primary screen, biochemical, fluorescence polarization | AID 652257, 2013 | actives 1.3% (n = 370,000) | recombinant PRMT1, activity-based probe fluorescence polarization | inhibition, % at 2.79 µM;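 active = inhibition above about 21% made by adding two undisclosed values, limit read from the data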
Target sequence (Q99873 whole entry, looked up): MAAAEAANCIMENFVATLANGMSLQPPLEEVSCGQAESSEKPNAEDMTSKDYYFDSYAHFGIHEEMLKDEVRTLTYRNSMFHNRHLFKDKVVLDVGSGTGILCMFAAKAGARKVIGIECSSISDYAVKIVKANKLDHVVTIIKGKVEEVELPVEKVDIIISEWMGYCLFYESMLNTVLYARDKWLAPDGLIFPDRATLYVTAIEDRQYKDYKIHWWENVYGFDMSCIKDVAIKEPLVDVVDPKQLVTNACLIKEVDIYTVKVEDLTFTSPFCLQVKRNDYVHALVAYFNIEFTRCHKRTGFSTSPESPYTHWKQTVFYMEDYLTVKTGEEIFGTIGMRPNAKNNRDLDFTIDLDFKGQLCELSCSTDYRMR
Numbers without * were called inactive; · = no result given. The list is partial; the hit share may differ from the screen's.

The line under a structure holds: LEDGF integ inh, SIAE inh, TCR CD3 inh, rCAG RNA binder, HTRA1 inhibitor, PG9 binder, TDP2 absorb, ABHD4 inh, NR1D1 modulator, PRMT1 FP inh
CC1Cc2nc(SCC(=O)Nc3nccs3)n(C)c(=O)c2S1 (configuration not stated)
  7, 8, 5, 7, -12, -1.2, 4, 4, -3, 7
OC1(c2ccccc2)CN(c2ccccc2)C2=[N+]1CCS2 (configuration not stated)
  4, 6, -2, 12, -31, -1.9, -5, -6, -3, 15
CCC(CO)Oc1cc(NCc2ccccc2F)c2ncn(C(C)C)c2c1 (configuration not stated)
  -2, 12, 3, -6, 13, -1.4, 11, 7, 0, 3
CC(OC(=O)CNC(=O)c1ccc2ccccc2c1)C(=O)N(C)C1CCCCC1 (configuration not stated)
  3, 10, 3, -8, 0, 1.1, -2, 0, 3, 0
Cc1ccc2nc(C3CCCCC3)c(CC(C)(C)C)n2c1
  1, -1, -9, 0, ·, -1.2, 8, 9, -5, 1
COc1ccc(N2CCN(C(=O)CSc3ccccc3N)CC2)cc1
  0, -4, -8, -6, 6, -1.9, -1, 3, -1, 6
COC(=O)C1=C(C)N(Cc2ccccc2)C(=NCC(C)C)N[C@H]1c1cccc(F)c1
  -2, 4, -7, 10, -12, 1.2, -6, 8, 4, -1
CCc1cc2ccccc2nc1SCC(=O)NC1CCCC1
  -1, -3, 8, 1, -17, 5.1, 10, -4, 19, -3
Cc1ccc(NCc2nnc(SCC(=O)N3CCCc4ccccc43)o2)c(C)c1
  1, 4, -3, 1, 2, -0.2, -12, -8, -3, -2
O=C(NNC(=O)c1cc(Cl)ccc1O)c1cccs1
  -4, 0, 25*, -1, 21, -2.6, -12, 15, 1, -6
Cc1ccc(S(=O)(=O)N2CCOCC2)cc1C(=O)c1nccn1C
  3, 1, 1, 5, 1, -0.2, -2, 1, -4, -2
COc1ccc(N/C=C2/Sc3ccccc3NC2=O)cc1
  -1, 6, 1, -1, 9, -7.7, 10, 5, 1, 33*
CC(=O)OCC1OC(n2c(-c3ccc(Cl)cc3)ccc(C#N)c2=S)C(OC(C)=O)C(OC(C)=O)C1OC(C)=O (configuration not stated)
  -3, -9, 2, 11, -17, 1.8, -5, -3, 55*, -1
CC12CCC(c3c(C(=O)O)nn(-c4ccc(F)cc4)c31)C2(C)C (configuration not stated)
  4, 8, 4, 4, 1, -0.7, 10, 10, 5, 0
O=C(Nc1cccc(-c2cccc(Cl)c2)c1)C1CCN(CC2CCOC2)CC1 (configuration not stated)
  1, 2, 2, -6, -2, 1.1, -6, 3, -1, -4
COC(=O)c1nn(-c2ccc3c(c2)OCO3)cc1O
  2, 0, 2, 1, -1, -2.5, 0, 3, 1, 0
O=C(CCCCCNc1nc(=S)[nH]c2ccccc12)NCCC1=CCCCC1
  1, 7, -2, -2, -4, -1.7, -7, -2, 7, -10
COc1ccc(NC(=O)c2ccc(S(=O)(=O)N(C)c3ccccc3)cc2)cc1S(=O)(=O)N1CCOCC1
  -2, -34, -7, 14, -15, 0.7, 9, -13, -7, 1
Cc1cc(=O)oc2c3c(cc(OCC(=O)N4CCC(C(=O)O)CC4)c12)OC(C)(C)CC3
  -5, 0, 7, 5, 3, 2.9, 1, 0, -11, 0
Cc1ccc(S(=O)(=O)C2(C(=O)NC3CCCCC3C)CC2)cc1 (configuration not stated)
  3, -5, -5, -4, -3, 1.7, -5, -3, 3, 4

Records listed so far that bear a hit mark in TCR CD3 inh:
SMILES | LEDGF integ inh | SIAE inh | TCR CD3 inh | HTRA1 inhibitor | PG9 binder | TDP2 absorb | ABHD4 inh | NR1D1 modulator | PRMT1 FP inh
O=C(NNC(=O)c1cc(Cl)ccc1O)c1cccs1 | -4 | 0 | 25* | 21 | -2.6 | -12 | 15 | 1 | -6

Next records:
The line under a structure holds: LEDGF integ inh, SIAE inh, TCR CD3 inh, rCAG RNA binder, HTRA1 inhibitor, PG9 binder, TDP2 absorb, ABHD4 inh, NR1D1 modulator, PRMT1 FP inh
CC[C@]1(c2ccccc2)C(=O)N(C(=O)OC)N1C(=O)OC
  0, -4, 1, 4, -6, 1.2, -19, 7, 0, -1
O=P1(Nn2cnnc2)C=C(c2ccccc2)OC(c2ccccc2)=C1
  7, -8, -3, -2, 3, 0.1, -8, -4, 5, 0
CC(=O)n1cc([C@H]2C=C(C(=O)O)O[C@@H](OCCCCO)C2)c2ccccc21
  4, -1, 2, 12, -2, -0.2, -2, 24, -5, 4
Cc1c(Br)c([N+](=O)[O-])nn1CC(=O)Nc1ccccn1
  -1, 8, 0, 5, 2, -2.5, -4, 2, -5, 2
COC(=O)c1c(-c2ccccc2)csc1N1C(=O)Nc2ccccc2N1O
  -2, -2, 1, 13, -6, 0.2, -3, -5, 1, 2
O=C(NCC1CCCO1)c1ccccc1-c1nc(-c2ccccc2)no1 (configuration not stated)
  1, 3, -5, -1, 5, -3.3, 15, -3, -5, -1
COc1ccc(CN2CCN(c3ccccc3OC)CC2)c(OC)c1
  1, 4, -3, -8, 5, 1.0, 11, 7, -3, -2
N#Cc1ccc(C(=O)OCC(=O)NC(=O)NC2CCCCC2)cc1
  3, 4, 4, 0, 27, -0.1, -8, 0, -4, 0
CCOC(=O)N1CCN(C(=O)c2cccc(S(=O)(=O)Nc3ccc(OC)cc3)c2)CC1
  3, 0, 3, -3, 5, -1.7, -1, 3, 2, -3
CC(=O)Nc1ccc(N2S(=O)(=O)c3ccccc3S2(=O)=O)cc1
  -2, -2, -3, 4, -2, 0.2, -8, -7, -3, 1

In another format: results already given
structure,LEDGF integ inh,SIAE inh,TCR CD3 inh,rCAG RNA binder,HTRA1 inhibitor,PG9 binder,TDP2 absorb,ABHD4 inh,NR1D1 modulator,PRMT1 FP inh
O=P1(Nn2cnnc2)C=C(c2ccccc2)OC(c2ccccc2)=C1,7,-8,-3,-2,3,0.1,-8,-4,5,0
CC(=O)n1cc([C@H]2C=C(C(=O)O)O[C@@H](OCCCCO)C2)c2ccccc21,4,-1,2,12,-2,-0.2,-2,24,-5,4
Cc1c(Br)c([N+](=O)[O-])nn1CC(=O)Nc1ccccn1,-1,8,0,5,2,-2.5,-4,2,-5,2
COC(=O)c1c(-c2ccccc2)csc1N1C(=O)Nc2ccccc2N1O,-2,-2,1,13,-6,0.2,-3,-5,1,2
O=C(NCC1CCCO1)c1ccccc1-c1nc(-c2ccccc2)no1 (configuration not stated),1,3,-5,-1,5,-3.3,15,-3,-5,-1
COc1ccc(CN2CCN(c3ccccc3OC)CC2)c(OC)c1,1,4,-3,-8,5,1.0,11,7,-3,-2
N#Cc1ccc(C(=O)OCC(=O)NC(=O)NC2CCCCC2)cc1,3,4,4,0,27,-0.1,-8,0,-4,0
CCOC(=O)N1CCN(C(=O)c2cccc(S(=O)(=O)Nc3ccc(OC)cc3)c2)CC1,3,0,3,-3,5,-1.7,-1,3,2,-3
CC(=O)Nc1ccc(N2S(=O)(=O)c3ccccc3S2(=O)=O)cc1,-2,-2,-3,4,-2,0.2,-8,-7,-3,1

The listing continues:
The line under a structure holds: LEDGF integ inh, SIAE inh, TCR CD3 inh, rCAG RNA binder, HTRA1 inhibitor, PG9 binder, TDP2 absorb, ABHD4 inh, NR1D1 modulator, PRMT1 FP inh
CSc1nnc(NC(=O)c2cccc(S(=O)(=O)N3CCOCC3)c2)s1
  -5, -3, 0, 4, 0, 1.4, -10, -4, -5, 4
COc1ccc(/C=C/C(=O)OCC(=O)Nc2ncc(Cl)cc2Cl)cc1
  0, -7, 4, 6, 0, 2.2, -5, 6, -5, 0
CCOC(=O)c1c(NC(=O)c2nn(CC)cc2Br)c(C#N)nn1-c1ccccc1
  -1, -8, 0, 3, -13, -3.3, 5, -3, -5, -4
CN1/C(=C/C(=O)C2CC2)C(C)(C)c2ccccc21
  -4, -7, -2, -4, -16, -0.3, -5, -20, 4, 6
COc1ccc(-c2ccc(C(=O)NCc3ccncc3)c3occc23)c(C)c1
  0, -6, -2, 1, ·, -2.9, -1, -15, 2, -1
Oc1ccc(/C=N/Nc2nc(-c3cccnc3)nc3ccccc23)c(O)c1
  -1, 0, 3, 31, 1, -1.9, -12, 18, 1, -3
CC1Cc2nc(SCC(=O)Nc3ccccc3F)n(C)c(=O)c2S1 (configuration not stated)
  -2, 12, -5, -2, 1, -1.3, 10, 3, 1, 1
Cc1ccc(-c2c[n+](CC(=O)c3cccs3)c3n2CCC3)cc1
  -4, 5, -4, 6, 6, -0.2, 5, 3, -3, -2
COc1ccc(-c2cnc(N)nc2-c2ccc(OC)cc2O)cc1
  0, -4, 5, 2, -9, 2.2, 1, 0, 0, -1
Cc1cccc(-c2cccc3c4c([nH]c23)[C@@H]2C[C@H](N(C)C(=S)NCCc3ccccc3)[C@H]([C@H](C)O)CN2CC4)c1
  4, -9, ·, 8, ·, ·, -6, -3, 6, 3
CCN(CC(=O)Nc1ccccc1OC)Cc1csc(CC(=O)Nc2ccc(C)cc2)n1
  0, 2, -4, 3, -36, 2.3, 5, 8, -7, -2
COCCOC(=O)C1=C(C)N=C2SCCC(=O)N2C1c1ccc(OC(=O)c2ccco2)cc1 (configuration not stated)
  0, -8, 3, -2, -2, 0.8, 2, -14, 0, -1
O=C(C(=Cc1ccccc1)CN1CCCCC1)c1ccccc1
  19*, -1, 7, -1, -5, -1.4, 1, 5, -2, 0
CC(C)N1C/C(=C/c2cccnc2)C(=O)/C(=C/c2cccnc2)C1
  2, 3, -2, 4, -9, -1.7, -5, 6, 4, 2
O=C(Nc1ccccc1C(=O)O)c1cccc(NC(=O)c2ccco2)c1
  6, -11, -7, 26, 1, -3.0, -14, -14, 0, 10
CN(C)S(=O)(=O)N(Cc1ccc(Br)cc1)c1ccccc1
  2, 0, 2, -2, -4, -3.1, -7, 3, 9, 0
CC(c1ccco1)N(C(=O)COc1ccc(Cl)cc1Cl)c1ccccn1 (configuration not stated)
  -6, -8, 6, -6, -3, -1.8, 2, 7, -4, 0
O=C1CCCCCN1Sc1ccccc1
  0, -3, 2, 1, 1, -0.8, 3, -1, -4, 16
O=C(Nc1csnn1)c1csnn1
  -7, -1, -5, 5, 4, -0.1, -12, -16, 5, 5
Fc1ccc(CNC(=S)Nc2ccc(Cl)cc2)cc1
  2, 3, 3, 3, -19, -0.8, 7, -8, 1, 1
Cc1ccc(-n2nc3c(=S)[nH]nc(C)c3c2C)cc1
  -1, 5, 6, 4, -1, 45*, 10, -4, 2, 1
CC(C)[C@H](NC(=O)[C@H](Cc1ccccc1)n1c(=O)[nH]c2ccccc2c1=O)C(=O)N[C@@H](Cc1ccccc1)C(=O)O
  1, 3, 12, 14, 1, 0.7, -1, 1, -5, -3
